mHtt clearance – mutant huntingtin protein clearance | HeLa Exon1htt(103Q)mCFP, aggregate imaging; zero = plate's median compound well | inhibition, % at 1.5 µM | hit rate 0.42% among 47,000 | AID 853;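 active means inhibition of aggregate fluorescence above about 70%, also judged a hit by eye on the cell image, limit read from the data, passing the limit was not always enough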;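 further: cells exposed to compound for three days before fixation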
mHtt clearance grain fraction – also measured in mHtt clearance; calls as there; fraction fluorescence in grains; measured here: aggregate grain fluorescence fraction; active compounds read low;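 scaled fraction of total cell fluorescence in grains with unit not stated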
Starred values were filed as active, the others as inactive.

SMILES | mHtt clearance | mHtt clearance grain fraction
CCOC(=O)C(C)Oc1cccc2c(=O)n(CC(=O)N3CCCc4ccccc43)ccc12 (stereo not given) | 3 | 36
CCOC(=O)c1cc2sc(C)cc2n1C(C)C(=O)OCC (stereo not given) | 58 | 18
CCOC(=O)N1CCN(C(=O)Cn2nc(-c3ccc(Cl)cc3)ccc2=O)CC1 | 38 | 23
Cc1nc(NS(=O)(=O)c2ccccc2)sc1NC(=O)OCCN(C)C | -49 | 26
CN1CCN(C2=Cc3cc(Cl)ccc3Sc3cc(F)ccc32)CC1 | -19 | 22
CN1CCN(C(=O)c2ccccc2-c2nc(-c3ccccc3)no2)CC1 | 48 | 18
Cc1nn(CC2CCCCC2)c(N)c1-c1ccccc1 | -21 | 24
COc1cccc(NC(=O)Cn2cc(C#N)c3ccccc32)c1 | 10 | 16
O=C1CC(Nc2ccc(N3CCOCC3)cc2)C(=O)N1c1ccccc1F (stereo not given) | -308 | 203
O=C(CN(Cc1cccs1)C(=O)CNS(=O)(=O)c1ccc(Cl)cc1)NCc1ccco1 | 13 | 28
Cc1ccc(S(=O)(=O)N(C)c2ccc(C(=O)N3CCC(C(N)=O)CC3)cc2)cc1 | -2 | 17
O=C(NC1CCCC1)C1CC(=O)N(C2CCCCCCC2)C1 (stereo not given) | 10 | 19
CC1=C(C(=O)OC(C)C)C(c2cccs2)n2ncnc2N1 (stereo not given) | -32 | 49
CCCN1C(=O)C(O)(CC(=O)c2ccc3c(c2)OCCO3)c2ccccc21 (stereo not given) | 7 | 17
CCN(CC)C(c1ccc(F)cc1)c1nnnn1C1CCCCC1 (stereo not given) | -19 | 42
COc1ccc(CN=C2Nc3ccccc3CS2)cc1 | -37 | 29
O=[N+]([O-])/C=C/c1cn(Cc2ccc(F)cc2)c2ccccc12 | 4 | 37
Cc1cccc(C)c1NC(=O)N1CCC(n2c(=O)[nH]c3ccccc32)CC1 | 13 | 45
CC(C)CCNC(=O)C12CN(Cc3ccccc3)CC1C(c1ccc([N+](=O)[O-])cc1)=NO2 (stereo not given) | 30 | 27
CNc1nnc(-c2cccc(N(C)C)c2)s1 | 21 | 14
O=C(c1ccc(N2CCCCC2)c([N+](=O)[O-])c1)N(Cc1ccccc1)c1ccccn1 | 17 | 25
O=S(=O)(NCc1ccccc1)c1cccs1 | 19 | 16
CSc1ccc(NC(=O)N2CC(C)OC(C)C2)cc1 (stereo not given) | 15 | 31
Cc1ccccc1N(CC(=O)NCCSCc1ccco1)S(C)(=O)=O | -9 | 39
Cn1c(SCC(=O)Nc2ccccc2)nnc1-c1ccc(NC(=O)CCc2ccccc2)cc1 | 6 | 18
CCCc1nc(SCc2cccnc2)c2c(=O)n(C)c(=O)n(C)c2n1 | -4 | 34
COc1ccc2nc(NC(=O)CSc3nnnn3C3CCCCC3)sc2c1 | -40 | 31
C=CCn1c(SCc2ccc3c(c2)OCO3)nc2scc(-c3ccco3)c2c1=O | -9 | 47
Cc1ccccc1C(=O)NC1CCN(CC(=O)Nc2nccs2)CC1 | -24 | 24
CCCc1cc(=O)oc2cc(OCc3cc(OC)c(OC)c(OC)c3)c(Cl)cc12 | -22 | 47
O=S(=O)(C/C(=C/CO)S(=O)(=O)c1ccccc1)c1ccccc1 | -77 | 54
Nc1nc(CN2CCN(c3ccc(F)cc3)CC2)nc(N2CCCc3ccccc32)n1 | -24 | 42
COC(=O)c1cc(C(=O)OC)cc(N2C(=O)CC(Sc3nc(C)cc(C)n3)C2=O)c1 (stereo not given) | -22 | 24
Cc1ccc(C)c(N(C)C(=O)COc2cc(=O)n(C)c3ccccc23)c1 | -28 | 58
COc1ccccc1N1CCN(c2nc3ccccc3nc2C(C#N)C(=O)OC(C)C)CC1 (stereo not given) | 12 | 18
Cc1cc(C)n(C(=O)C2CCCN2S(=O)(=O)c2ccc(Cl)cc2)n1 (stereo not given) | 25 | 28
CCN1CCN(c2nc3c(c(=O)n(C)c(=O)n3C)n2Cc2cccc3ccccc23)CC1 | -7 | 20
CCSc1ncnc2c1sc1nc(-c3ccco3)c3c(c12)CC(C)(C)OC3 | -71 | 68
CS(=O)(=O)c1ccc2nc(NC(=O)CN3CCN(Cc4ccccc4)CC3)sc2c1 | -69 | 33
COCCn1c(SCC(=O)Nc2ccc3c(c2)OCCO3)nnc1-c1c[nH]c2ccccc12 | 18 | 29

Brought forward from above: 2 compounds; new compounds follow.
SMILES | mHtt clearance | mHtt clearance grain fraction
CS(=O)(=O)c1ccc2nc(NC(=O)CN3CCN(Cc4ccccc4)CC3)sc2c1 | -69 | 33
COCCn1c(SCC(=O)Nc2ccc3c(c2)OCCO3)nnc1-c1c[nH]c2ccccc12 | 18 | 29
O=C(c1cccs1)N1CCC(Cc2ccccc2)CC1 | 4 | 18
O=C(NCc1ccc2c(c1)OCO2)C(=O)NC1CCCCC1 | -2 | 24
CC1=C(C(=O)NCc2ccccc2)C(c2cc(Br)cc(Br)c2OC(C)C)NC(=O)N1 (stereo not given) | 27 | 12
CC(C)n1nc(C(=O)OCC(=O)N(C)C2CCS(=O)(=O)C2)c2ccccc2c1=O (stereo not given) | -90 | 57
CC(C)(C)C(=O)OCc1cn(-c2ccc(Cl)cc2)nn1 | -76 | 55
CCn1nnnc1SCC(=O)Nc1nc(-c2cccs2)cs1 | 42 | 27
CCCC(=NCC(=O)O)C1=C(O)C(C(=O)OC)C(C)(C)CC1=O (stereo not given) | 20 | 27
CN=C(C)C1=C(O)C(C(=O)OC)C(C)(C)CC1=O (stereo not given) | 11 | 15
O=C1N(c2ccc(Cl)c(Cl)c2)CN(Cc2ccccc2)CN1n1cnnc1 | 52 | 18
Cc1ccc(C2CC(=O)Nc3sc(C(N)=O)c(N)c32)cc1 (stereo not given) | 28 | 15
CCc1ccc(NC(=O)Cn2nc(C(F)(F)F)c3c2CCC3)cc1 | -74 | 69
CCOC(=O)C(=O)Nc1nnc(C2CCCCC2)s1 | 6 | 26
COc1ccc(C(=O)CSc2nnc(-c3cnccn3)n2Cc2ccco2)cc1 | -30 | 48
N#CC1=C(N)SC(N)=C(C#N)C1C1C=CCCC1 (stereo not given) | -4 | 17
COc1ccc(N2CCN(S(=O)(=O)c3cccc4nsnc34)CC2)cc1 | -76 | 34
CCN1c2ccccc2NC2C1C(C(C)=O)C(=O)N2c1ccc(Cl)cc1 (stereo not given) | -14 | 40
N/C(=N\OC(=O)C1CCCCC1)c1ccccn1 | 9 | 27
Cc1ccc(Cn2nnnc2CN2CCC(NC(=O)c3ccccc3F)CC2)cc1 | 5 | 36
C1CCC(n2nnnc2CN2CCCC2)CC1 | -47 | 33
COc1cccc(NC(=O)CN2CCC(C)CC2)c1 | -116 | 66

Next part; the last seven above are carried over.
SMILES | mHtt clearance | mHtt clearance grain fraction
N#CC1=C(N)SC(N)=C(C#N)C1C1C=CCCC1 (stereo not given) | -4 | 17
COc1ccc(N2CCN(S(=O)(=O)c3cccc4nsnc34)CC2)cc1 | -76 | 34
CCN1c2ccccc2NC2C1C(C(C)=O)C(=O)N2c1ccc(Cl)cc1 (stereo not given) | -14 | 40
N/C(=N\OC(=O)C1CCCCC1)c1ccccn1 | 9 | 27
Cc1ccc(Cn2nnnc2CN2CCC(NC(=O)c3ccccc3F)CC2)cc1 | 5 | 36
C1CCC(n2nnnc2CN2CCCC2)CC1 | -47 | 33
COc1cccc(NC(=O)CN2CCC(C)CC2)c1 | -116 | 66
CCOC(=O)c1sc(C)c2c1NC(c1ccc(N(C)C)cc1)NC2=O (stereo not given) | 31 | 27
CCOC(=O)N1CCN(c2c(NC3CCN(Cc4ccccc4)CC3)c(=O)c2=O)CC1 | 21 | 38
c1ccc(OCCSc2nnnn2-c2ccccc2)cc1 | 35 | 19
O=C(c1cccc(C(F)(F)F)c1)N1CCCCCC1 | -8 | 22
COc1ccc(C2CC(c3c(-c4ccccc4)c4cc(Cl)ccc4[nH]c3=O)=NN2S(C)(=O)=O)cc1 (stereo not given) | 5 | 20
COC(=O)c1[nH]c2cccc(OC)c2c1NC(=O)CN(C)CC1OCCO1 | 18 | 31
CCSc1ccc2nnc(-c3cccc(F)c3)n2n1 | 13 | 32
O=C(NCCc1c[nH]c2ccccc12)C(F)(F)C(F)F | -10 | 48
O=c1cc(N2CCOCC2)[nH]c(=O)n1C1CCCCC1 | -11 | 34
CCOC(=O)c1c(C)sc2c1N(C(C)=O)c1cc(Cl)ccc1S2 | -34 | 53
CSc1ccccc1NC(=S)Nc1ccccc1C(F)(F)F | 33 | 14
Cc1ccccc1C(=O)N=c1sccn1C | 35 | 13
COc1ccc(NC(=O)CCS(=O)(=O)c2ccc3c(c2)CCCN3C(C)=O)cc1 | 56 | 16
Cn1c(CCCOc2ccc(Cl)cc2Cl)nnc1SCC(=O)Nc1nccs1 | -13 | 26
Cc1ccc(SCCCCN2C(=O)NC(C)(C)C2=O)cc1 | 7 | 17
CCCN1CCN(c2nc3c([nH]2)c(=N)ncn3CC(O)CO)CC1 (stereo not given) | -15 | 36
COc1ccc(C2CC(=O)c3sc(N)nc3C2)cc1 (stereo not given) | -26 | 46
O=C(c1ccc2c(c1)OCO2)N1CCCN(C(=O)c2ccc3c(c2)OCO3)CC1 | -23 | 24
O=C(NCc1cccs1)C1CCCN1S(=O)(=O)c1ccccc1F (stereo not given) | 9 | 40
CC(=O)c1ccc(NC(=O)Nc2cccc(Cl)c2)cc1 | 21 | 15
O=c1cc(Nc2ccc3c(c2)OCCO3)[nH]c(=O)n1-c1ccc(Br)cc1 | -42 | 27
CN(C)/C=N/c1c(C#N)cnn1-c1ccc(C(F)(F)F)cn1 | 0 | 17
CC1=C(C(=O)OCc2ccccc2)C(c2ccc(N(C)C)cc2)NC(=O)N1 (stereo not given) | -12 | 24
CC(C)Oc1cccc(C(=O)Nc2ccc(N3CCN(S(C)(=O)=O)CC3)cc2)c1 | 52 | 20
COC(=O)c1sc(NC(=O)COc2ccc(OC)cc2)nc1C | 34 | 13
Cn1c(=O)c2c(nc(CN3CCCCC3)n2CCCc2ccccc2)n(C)c1=O | 13 | 17
COc1ccccc1OCc1nnc(SCCN2CCOCC2)o1 | 64 | 11
O=C(CSc1nnc(COc2ccccc2Cl)o1)NC(=O)NC1CCCC1 | -23 | 25
Cc1ccc(C)c(OCCCC(=O)Nc2nccs2)c1 | 24 | 18
COCCn1nnnc1C(c1cccs1)N1CCN(c2cc(C)ccc2C)CC1 (stereo not given) | -46 | 27
O=C(NCc1ccccc1)C1CCCN(S(=O)(=O)c2cccs2)C1 (stereo not given) | 31 | 14
O=S(=O)(c1ccc(Oc2ccc(-c3nnco3)cc2)nc1)N1CCC(Cc2ccccc2)CC1 | -8 | 21
C=CCSc1nc2ccccc2n1C(=O)/C=C/c1cc(OC)c(OC)c(OC)c1 | -10 | 43
COc1ccc(/C=c2/sc3n(c2=O)NC2(c4ccccc4)N(C)C(=O)N(C)C2(c2ccccc2)N=3)cc1 (stereo not given) | 0 | 23
COC(=O)Cc1cc(=O)[nH]c(/N=C(\N)Nc2ccc(C)cc2C)n1 | -13 | 24
Cc1ccc(C(c2nnnn2C(C)(C)C)N2CCN(C3CCCC3)CC2)cc1 (stereo not given) | 7 | 33
CCOc1ccc(N2Cc3ccccc3C2)cc1 | -10 | 37
O=C(NCc1ccc2c(c1)OCO2)C1CC(c2ccc(Cl)c(Cl)c2)=NO1 (stereo not given) | -21 | 49
Cc1ccccc1Nc1c([N+](=O)[O-])ccc2c1=NC1(CCCCC1)N=2 | -57 | 62
COc1ccc(S(=O)(=O)CCC(=O)NCCc2ccc(Cl)cc2)cc1 | 9 | 28
N=c1nc(-c2ccccc2)ccn1O | 35 | 26
O=C(Nc1ncc(Cc2cccc(Cl)c2)s1)c1cccs1 | -35 | 59
O=C(Nc1ccc(-c2cn3ccsc3n2)cc1)C1CCCC1 | 3 | 19
Cc1ccc(C(C(=O)NC2CCCC2)N(C(=O)CNC(=O)c2cccs2)c2cccnc2)o1 (stereo not given) | -30 | 23
CCn1c(=O)c2cc(S(=O)(=O)NCc3ccccc3)ccc2n(CC)c1=O | 27 | 14
COc1ccc2[nH]cc(CCNC(=O)C3CCCNC3=O)c2c1 (stereo not given) | 32 | 35
CCOC(=O)c1cccc(NC(=O)CCNS(=O)(=O)c2ccc3c(c2)CCN3C(=O)CC)c1 | -3 | 33
CSC1=NCCN1C(=O)c1c(F)cccc1F | -56 | 47
COc1cc2cc(C(c3nnnn3C3CCCC3)N3CCCCCC3)c(=O)[nH]c2cc1OC (stereo not given) | 48 | 11

Fetched by compound from the entries so far (2):
SMILES | mHtt clearance | mHtt clearance grain fraction
COc1ccc2[nH]cc(CCNC(=O)C3CCCNC3=O)c2c1 (stereo not given) | 32 | 35
N=c1nc(-c2ccccc2)ccn1O | 35 | 26

Reformatted: entries from further up
| Structure | mHtt clearance | mHtt clearance grain fraction |
| --- | --- | --- |
| CCOC(=O)c1cccc(NC(=O)CCNS(=O)(=O)c2ccc3c(c2)CCN3C(=O)CC)c1 | -3 | 33 |
| Cc1ccc(C(C(=O)NC2CCCC2)N(C(=O)CNC(=O)c2cccs2)c2cccnc2)o1 (stereo not given) | -30 | 23 |

Assay outcomes as filed in PubChem.

This is a subset (hit frequency here may not be typical).
